# NPYLR7 ag – mosquito NPYLR7 agonism; HEK293T NPYLR7/Galpha15, GCaMP6s calcium fluorescence; activation, % at 10 µM; hit rate 0.15% among 270,000; in the data active means activation above about 40%;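 further: 0% = vehicle and 100% = reference agonist at the receptor; some compounds past the cut are filed as inactive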
# hcGAS inh – human cGAS inhibition | inhibition, % at 12.5 µM | AID 1259398 | hit rate 0.081% among 290,000 | recombinant h-cGAS, ATP depletion, Kinase-Glo luminescence;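 further: 0% = vehicle reaction and 100% = reaction without DNA for no activity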
# Target sequence (Q8N884 whole entry, looked up): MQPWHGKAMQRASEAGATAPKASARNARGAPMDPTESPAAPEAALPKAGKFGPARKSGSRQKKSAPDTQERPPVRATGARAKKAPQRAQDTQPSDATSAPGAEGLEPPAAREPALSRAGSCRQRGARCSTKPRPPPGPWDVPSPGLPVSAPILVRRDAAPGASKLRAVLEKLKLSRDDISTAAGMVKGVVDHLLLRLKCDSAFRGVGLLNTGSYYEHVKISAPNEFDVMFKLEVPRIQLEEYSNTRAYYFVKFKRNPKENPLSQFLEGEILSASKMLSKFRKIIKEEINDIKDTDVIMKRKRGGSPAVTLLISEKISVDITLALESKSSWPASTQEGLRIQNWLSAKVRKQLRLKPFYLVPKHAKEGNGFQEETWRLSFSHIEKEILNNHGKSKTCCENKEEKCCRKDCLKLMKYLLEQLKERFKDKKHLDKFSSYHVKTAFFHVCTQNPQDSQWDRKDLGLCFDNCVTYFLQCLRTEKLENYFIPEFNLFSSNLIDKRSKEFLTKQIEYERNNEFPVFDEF
# mcGAS inh – blocks mouse cGAS activity. AID 1259399. inhibition, % at 12.5 µM. hit rate 0.15% among 160,000. recombinant cGAS, Kinase-Glo ATP depletion luminescence. Q8C6L5;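 further: 0% = negative control wells and 100% = reference inhibitor with no enzyme activity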
# Starred values were filed as active, the others as inactive; . = not tested or not shown; & = joins results of further samples. Unless noted, no stated cut-off is given here; in the data, active means inhibition above about 40%; inactive means the rest.
# Preview, 4 compounds:
Molecule	mcGAS inh	NPYLR7 ag	hcGAS inh
Cc1cccc(NC(=O)CNC(=O)CC2Sc3ccc(C(F)(F)F)cc3NC2=O)c1C (stereo unspecified)	-7	13	-1
O=C(NCCc1ccc(F)cc1)c1cn(C2CCCC2)cc(C(=O)N2CCCCC2)c1=O	-11	17	-8
COc1ccc(N2CCNC(C)C2=O)c(OC)c1 (stereo unspecified)	.	-2	-7
CCNC(=O)c1cc(=O)c(OCc2ccccc2)cn1C	.	9	-13

# Main list, repeating the preview:
Molecule	mcGAS inh	NPYLR7 ag	hcGAS inh
Cc1cccc(NC(=O)CNC(=O)CC2Sc3ccc(C(F)(F)F)cc3NC2=O)c1C (stereo unspecified)	-7	13	-1
O=C(NCCc1ccc(F)cc1)c1cn(C2CCCC2)cc(C(=O)N2CCCCC2)c1=O	-11	17	-8
COc1ccc(N2CCNC(C)C2=O)c(OC)c1 (stereo unspecified)	.	-2	-7
CCNC(=O)c1cc(=O)c(OCc2ccccc2)cn1C	.	9	-13
CCN(CC)C(=O)Oc1ccc2c(ccn2Cc2ccc(/C=C/c3ccccc3)cc2)c1-c1ccc(F)c(Cl)c1	-6	20	-6
Cc1cccc(C)c1Oc1ncccc1CNc1ccnc(N)n1	.	23	-3
Fc1cccc(-n2nnnc2SCc2coc(-c3ccccc3)n2)c1	.	30	-6
CCOC(=O)c1cc(C)[nH]c(=S)c1C#N	.	-2	-5
CCCCCCCCCCCCCCCC(=O)NCCO	-3	5	-8
O=S(=O)(NCCCn1ccnc1)c1ccc2ccccc2c1	-5	9	-6

# Single records, from the list above.
# Shown for Fc1cccc(-n2nnnc2SCc2coc(-c3ccccc3)n2)c1 → mcGAS inh = .; NPYLR7 ag = 30; hcGAS inh = -6
# Shown for CCCCCCCCCCCCCCCC(=O)NCCO → mcGAS inh = -3; NPYLR7 ag = 5; hcGAS inh = -8
# Shown for Cc1cccc(NC(=O)CNC(=O)CC2Sc3ccc(C(F)(F)F)cc3NC2=O)c1C (stereo unspecified) → mcGAS inh = -7; NPYLR7 ag = 13; hcGAS inh = -1

# Further records follow.
Molecule	mcGAS inh	NPYLR7 ag	hcGAS inh
COc1cccc(C(=O)NCCC(=O)N2[C@@H]3CC[C@H]2CN(C)C(=O)C3)c1	-3	-4	3
CNCc1cc2ccccc2o1	.	2	-1
Cc1cc(C)cc(NC(=O)Cc2ccc(OC(C)(C)C(=O)O)cc2)c1	-11	28	-8
CC(C)(C)c1ccc(C2SCCN2C(=O)c2ccccc2Cl)cc1 (stereo unspecified)	-4	-2	-4
COc1ccc(CC(=O)Nc2ccc(-c3nn[nH]n3)cc2)c(Cl)c1	.	0	1
C#CCNC(=O)C[C@@H]1O[C@H](CNCc2ccc(C(=O)O)cc2)[C@H]2OC(C)(C)O[C@H]21	-1	-3	1
CCCCCN(CC(=O)N(CCCC)Cc1cccn1Cc1ccc(Br)cc1)C(=O)c1ccc(Cl)cc1	-3	-3	-4
CN(C)CCOC1c2ccccc2C=Cc2ccccc21	.	5	-2
O=C(NC1CCc2cccnc21)c1cn[nH]n1 (stereo unspecified)	-8	2	-3
CN(CC(=O)Nc1ccccc1Br)c1ncccc1C#N	-5	3	6
CCC(C)NC(=O)N1CCSC12C(=O)N(Cc1c(F)cccc1F)c1ccc(OC)cc12 (stereo unspecified)	-6	7	-2
Cc1ccc(C(=O)NC2C(=O)Nc3c2ccc(Cl)c3Cl)cn1 (stereo unspecified)	.	7	-9
O=C(NN1CCCCC1)c1ccc(S(=O)(=O)N2CCCCCC2)cc1	-10	11	-5
O=C(CCSC/C=C/c1ccccc1)Nc1ccccc1F	.	1	0
O=C(CC(c1ccccc1)c1ccccc1)NC(c1ccc(F)cc1)c1ccc(SCc2ccccc2)cc1 (stereo unspecified)	-7	-6	-7
COc1ccc(Oc2c(CN(Cc3ccco3)CC(C)O)c(C)nn2-c2ccccc2)cc1 (stereo unspecified)	-5	8	-8
COc1ccc(CCN(C)c2cc(Cl)nc(SCc3cccc(C(=O)NCc4cccc(C(F)(F)F)c4)c3)n2)cc1OC	-4	6	-3
COc1cccc(C(=O)N2CCC(C3(Cc4ccc(F)cc4)NC(=O)N(C4CCOC4)C3=O)CC2)c1 (stereo unspecified)	-14	3	-11
CC1(c2ccc3c(c2)OCO3)NC(=O)N(CC(=O)c2ccc3c(c2)-c2ccccc2C3)C1=O (stereo unspecified)	-8	-4	-5
CCOC(=O)N1CCN(C(=O)C2CCC(=O)N(Cc3cccc(C(F)(F)F)c3)C2)CC1 (stereo unspecified)	.	19	-7
CSc1nc2n(n1)C(c1ccc(O)cc1)C1C(=O)CC(c3ccccc3O)CC1=N2 (stereo unspecified)	.	1	4
CN(C)C(=O)C12CCC(C)(C(=O)O1)C2(C)C (stereo unspecified)	-6	5	4
CCCCNc1ncnc2sc3c(c12)CCCC3	.	1	-1
CC(=O)Nc1ccc(S(=O)(=O)Oc2ccc(CN(Cc3ccco3)C(=O)c3ccccc3F)cc2)cc1	-6	0	-7
CC(C)c1cc(NC(=O)c2ccc(CN3CC[C@H](O)C3)cc2)n(C)n1	.	-3	-3
CCCC(=O)Nc1cccc(NCCOc2ccccc2F)c1C	.	-1	-4
CC(C)(C)C(=O)[C@@H]1[C@H]2C3COC(O3)C(=O)[C@@H]2[C@H]2C=Cc3ccccc3N21 (stereo partly specified)	.	-1	-1
Cc1cn2c3c(=O)n(Cc4cccc(Cl)c4)c(=O)n(C)c3nc2n1Cc1ccco1	-5	3	-5
CN(C)[C@@H]1CN(C(=O)c2cc(CN3CCOCC3)on2)C[C@H]1CO	-6	.	-12
CN(Cc1ncc[nH]1)C(=O)Cn1nnc(-c2ccccc2)n1	-7	32	-4
N=C1C(c2nc3ccccc3[nH]2)C(=O)CN1CCCN1CC(=O)C(c2nc3ccccc3[nH]2)C1=N (stereo unspecified)	.	-7	-2
Cc1ccc(OCC(=O)NCC(c2ccc3c(c2)CCCN3C)N2CCN(C)CC2)cc1 (stereo unspecified)	.	6	-4
Fc1ccc(-c2cccc(-n3cnnc3)c2)c(Cl)c1	0	0	-2
Cc1cccc(OCc2nc3cc(Cl)ccc3c(=O)o2)c1	-5	2	-5
COc1ccccc1-c1nc2ccc(C)cn2c1NC(=O)C1CCCCC1	-9	-4	-7
N#CC1(NC(=O)COC(=O)C2=NN(c3ccccc3)C(=O)CC2)CCCC1	-15	0	-7
Cc1cc(=O)c(C(=O)Nc2nccs2)nn1-c1cccc(C(F)(F)F)c1	.	7	-3
O=C(CCCN1C(=O)c2cccc3cccc(c23)C1=O)N1CCOCC1	1	-10	0
O=C1/C(=C/c2cccc(Cl)c2)Oc2c1ccc(O)c2CN1CCN(CCO)CC1	12	50*	15
CC(C)NC(=O)[C@@H]1C[C@@H](n2cc(-c3cccc(Cl)c3)nn2)CN1	.	6	3
O=C(c1ccccc1-c1ncn[nH]1)N1CCOC(c2ccc(Cl)cc2)C1 (stereo unspecified)	.	9	-6
FC(F)(F)c1cc(-c2ccccc2)nc2ncnn12	-7	3	-4
Cc1ccc(-n2nnc3c(=O)n(Cc4ccccc4F)cnc32)cc1Cl	-5	-2	-2
CC(C)Cc1nnc(NC(=O)C2=NN(C3CCS(=O)(=O)C3)C(=O)CC2)s1 (stereo unspecified)	.	1	-9
O=C(NCc1ccccc1F)N1CCCC(Cn2cc(C3CC3)nn2)C1 (stereo unspecified)	-2	2	3
COc1ccc(O)c(CN2CCC3(CC2)C(=O)N(C2Cc4ccccc4C2)C(=O)N3CC(C)C)c1	-11	-5	-2
O=C(COCC(F)(F)C(F)F)N1CC2C[C@@H]3CC1C[C@H](C2)C3	5	-1	2
CCOC(=O)c1ccc(NC(=O)N(CCOC)CC(=O)N(CCc2c[nH]c3ccccc23)Cc2ccccc2)cc1	-5	.	-6
O=C1NC(=Nc2ccccc2)S/C1=C/c1ccc(O)c(O)c1	-5	-7	-7
CCOC(=O)c1c(C)[nH]c(C(=O)CN2C(=O)NC(C)(CC(C)C)C2=O)c1C (stereo unspecified)	.	1	8

# Carrying on:
Molecule	mcGAS inh	NPYLR7 ag	hcGAS inh
CCn1c(C)cc(C(=O)N2CC(c3cccnc3)C2)c1C	.	3	0
COc1ccccc1OCCOc1ccc(Cl)cc1Cl	.	6	0
CC1CCCN(C(=O)CCN2CCC(c3cccc(O)c3)CC2)C1 (stereo unspecified)	.	14	-3
O=C(NCc1ccco1)c1cc2ccsc2n1CCCc1ccccc1	0	-3	2
CC(C)(CCl)C(=O)Nc1cccc(C2SCC(=O)N2c2ccc(F)cc2F)c1 (stereo unspecified)	0	6	6
COCC1CN(C)CC12CCN(C(=O)CCn1cc(C)cn1)CC2 (stereo unspecified)	4	.	8
CCN1CCN(C(=O)c2cn(CCCOC)cc3c(=O)n(-c4ccccc4)nc2-3)CC1	-4	-3	-3
Cc1c(Cn2c(C)nc3c(C(=O)O)cc(N4CCOCC4)cc32)cccc1C(F)(F)F	-11	6	-7
Cc1ccccc1-c1ncc(CN2CCN(CC3CCCO3)CC2)s1 (stereo unspecified)	-3	-8	0
CC(C)COc1ccccc1CN(C)C(=O)CC1CCS(=O)(=O)C1 (stereo unspecified)	.	-1	-2
CC(=O)c1cc(C(=O)OCC(=O)Nc2ccccc2C)c2ccccn12	-9	7	-7
O=C(c1cc2c(s1)CCOC2)N(CC(F)(F)F)c1ccccc1	-16	1	-16
CCn1c(SCC(=O)Nc2sc3c(c2C#N)CCC3)nnc1C1CC1	.	18	-9
CC1CCC(C(C)C)C(NS(=O)(=O)c2cc(C(N)=O)n(C)c2)C1 (stereo unspecified)	-3	-3	1
Cc1nc2sccn2c1CN(C)C(=O)c1ccc2c(c1)CCCC(=O)N2	.	-1	3
O=CC1=C(N2CCOCC2)/C(=C\c2ccc(Cl)cc2Cl)CC1	.	-1	-8
O=C(Cn1nc2c(cc1=O)CCCC2)Nc1ccccc1	1	15	1
O=C(CCC1CCN(CC2CCOC2)CC1)Nc1ccccc1Cl (stereo unspecified)	.	18	-5
Cc1ccc(CNC(=O)CN2CCSC3COCCC32)cc1 (stereo unspecified)	.	1	-3
Cc1ccc(C)c(Cn2cnc3c(nnn3Cc3ccc(Cl)cc3)c2=O)c1	.	8	-4
COCCN(CC(=O)Nc1cc(-c2ccccc2)nn1-c1ccccc1)C(=O)c1ccc(Cl)c(Cl)c1	-5	15	-4
CC(C)C1=NN2C(=N)/C(=C/c3ccccc3OS(=O)(=O)c3ccccc3)C(=O)N=C2S1	-1	-2	-21
CC(=O)N1CCN(C2c3ccccc3CCc3ccccc32)CC1	-4	17	-7
O=C(Cn1cc([N+](=O)[O-])cn1)n1cc(Cl)cn1	.	-2	-7
COc1ccc(-n2nnnc2CN2CCN(C(=O)c3cc(=O)c4ccccc4o3)CC2)cc1	-8	-1	-6
CCOC1CCN(C(=O)Nc2cc(F)ccc2OC(C)C)CC1	.	1	-13
Cc1ccc(-c2nc(C(N)=O)c3[nH]c(=O)n(-c4ccc(C)c(C)c4)c3n2)cc1	-6	-3	-8
Cc1ccccc1N=c1oc2cc(O)ccc2cc1C(N)=O	-1	-5	-5
COc1ccc2nc(C=Cc3cc(Br)c(O)c(OC)c3)sc2c1	.	81*	-6
Cc1ccccc1CN1CCC(NS(=O)(=O)c2cc(F)ccc2C)CC1	-17	12	-12
Cc1nc(C(C)N(C)C(=O)c2ncn[nH]2)c(C)s1 (stereo unspecified)	.	14&5	-9&-6
CCN(CC)CCN(C(=O)c1ccn(C)n1)c1nc2c(OC)ccc(Cl)c2s1	-7	.	-8
O=C1NC(=S)S/C1=C\c1cccn1-c1cccc([N+](=O)[O-])c1	9	-1	7
COCCNC(=O)c1coc(CN(CCc2c[nH]c3ccccc23)Cc2cc(OC)ccc2OC)n1	3	3	-3
C#CCOCC(O)CN(Cc1ccc2c(c1)OCO2)Cc1ccc(C)o1 (stereo unspecified)	-6	18	-4
CCC(C(=O)N1Cc2cnc(-c3ccccc3)nc2C1)N1CCOCC1 (stereo unspecified)	.	-1	-2
O=C(NCc1noc(C2CCCO2)n1)c1cccc2ccnn12 (stereo unspecified)	-16	22	-8
CCCOCCNC(=O)c1cc(N2CCN(Cc3ccccc3)CC2)nc2ccccc12	-6	19	-4
O=C(O)c1ccc(N2C(=O)C3C4C=CC(O4)C3C2=O)cc1 (stereo unspecified)	.	15	0
Cn1c(CSc2nc3ccccc3s2)nnc1SCC(=O)NCc1ccccc1	-4	-6	-7
c1ccc(C2=NN3C(C2)c2ccccc2OC32CCCC2)cc1 (stereo unspecified)	.	0	-8
CCn1c(C2CCCN(C(=O)c3ccc4c(c3)nnn4C)C2)nn(C)c1=O (stereo unspecified)	.	1	-2
Cc1ccccc1-n1c(SCc2nc(C(=O)NCCCN3CCOCC3)cs2)nnc1-c1cccnc1	-6	0	-4
O=S(=O)(NCCNc1ccc(Nc2cccnc2)nn1)c1ccccc1Cl	-8	-2	-9
CCc1c(C)nn(CCNc2nc(CCN)nc3ccccc23)c1C	4	2	4

# 3 entries from above, sorted by formula weight, lowest first.
Molecule	mcGAS inh	NPYLR7 ag	hcGAS inh
c1ccc(C2=NN3C(C2)c2ccccc2OC32CCCC2)cc1 (stereo unspecified)	.	0	-8
CCc1c(C)nn(CCNc2nc(CCN)nc3ccccc23)c1C	4	2	4
Cn1c(CSc2nc3ccccc3s2)nnc1SCC(=O)NCc1ccccc1	-4	-6	-7

# Compound activity (PubChem)
